# Screens from PubChem.
# MBNL1 CUG block: inhibitors of human MBNL1 binding to CUG repeat RNA; Potency, µM (doses to about 57.5 µM), for the others: top-dose activity change, negative = inhibition, hits mostly inhibitors; 280,000 tested, 0.036% active; AID 2675; Q9NR56; TR-FRET MBNL1-His/biotin-(CUG)12 binding, 665/545 ratio; active means well fitted inhibition curve with a large enough effect in the signal ratio, with a control signal flat, not every such curve was filed as active; inconclusive means small, poorly fitted or top-dose-only effect, or effect the other way, or a change in a side signal; inactive means no such curve, though single readings can be large or run the other way; the % refers to the signal ratio; further: on the % scale 0 is the no-effect control and ±100 the full control effect
# Target sequence (Q9NR56 whole entry, looked up): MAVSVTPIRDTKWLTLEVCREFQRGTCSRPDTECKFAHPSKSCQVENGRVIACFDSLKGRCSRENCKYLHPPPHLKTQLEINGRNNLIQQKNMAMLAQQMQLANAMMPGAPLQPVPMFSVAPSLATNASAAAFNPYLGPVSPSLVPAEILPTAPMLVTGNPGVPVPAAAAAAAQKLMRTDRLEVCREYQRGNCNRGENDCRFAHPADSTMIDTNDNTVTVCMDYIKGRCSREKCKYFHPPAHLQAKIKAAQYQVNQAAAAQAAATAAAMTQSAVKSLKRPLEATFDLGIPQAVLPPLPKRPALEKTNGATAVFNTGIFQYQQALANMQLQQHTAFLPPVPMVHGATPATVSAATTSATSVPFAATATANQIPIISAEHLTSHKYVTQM
#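 MBNL1-His + Biotin-(CUG)12, cpd titration 92 nM–58 uM; Tb anti-His Ab 0.055 ng/ul, SA-XL665 5 nM (final); 60 min RT; ratiometric 665/545 nm, Ex 340 nm; normalized to buffer and full-complex controls.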
# p53 reactivator: restores transcriptional activity of mutant p53; H1299 p53-A138V BP100-luciferase reporter, luminescence, 24 h; Potency, µM (titrated, usually from 92.2 µM), inactives show at the highest dose activity change, positive = activation, usual class: activators; 320,000 tested, 0.063% active; AID 504706; further: % of control where 0% means no effect; nearly all actives have a fitted effect of over 45% in size
#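 p53-null H1299 cells stably carrying temperature-sensitive p53-A138V and a BP100-luciferase reporter were pinned with compounds (4-point, 1:5 series) and held 24 hrs at 37 deg C. Luminescence was read 10 min after detection reagent.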
# NPC1 prom act: activators of NPC1 promoter | 320,000 tested, 2.4% active | Huh7 NPC1 promoter luciferase reporter, 24 h | Potency, µM (series often up to 9.22 µM), without a hit: at the top dose activation, usual class: activators;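 further: % of control where 0% means no effect; nearly all actives have a fitted effect of over 60% in size; reporter is driven by a mutant NPC1 promoter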
#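 Compounds in DMSO were transferred onto Huh7 NPC1-luciferase reporter cells pre-incubated 2 h; after 24 h at 37 °C, Amplite reagent was dispensed and luminescence recorded 10 min later.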
# uPA surface inh: cell surface uPA generation inhibition. 330,000 tested, 0.31% active. Potency, µM (series often up to 38.3 µM), without a hit: top-dose activity change, negative = inhibition, hits mostly inhibitors. cell surface uPA generation assay, qHTS; active means well fitted inhibition curve with a large enough effect; inconclusive means small, poorly fitted or top-dose-only effect; inactive means no such curve, though single readings can be large or run the other way; tested in mouse RAW 264.7 cells; further: on the % scale 0 is the no-effect control and ±100 the full control effect; nearly all actives have a fitted effect of over 55% in size
# BRCA1 expr act: activators of BRCA1 expression; 380,000 tested, 1.1% active; AID 624202; Potency, µM (titrated, usually from 46.1 µM), for inactives: top-dose activation, actives largely listed as activators; MCF7-BRCA1-FFLuc reporter, luminescence, 48 h; response scale: scaled: vehicle 0%, 10 µM genistein 100%; further: nearly all actives have a fitted effect of over 80% in size; some results filed as inactive show a strong effect at the top dose
#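 Using MCF7 cells harboring a BRCA1 firefly luciferase reporter, plated 2 h before compound pinning, the screen measured luminescence after 48 h incubation. Responses were normalized to DMSO and 10 microM genistein, then fitted for concentration-effect.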
# ELG1 genotox: induces genotoxicity in HEK293T cells with luciferase-tagged ELG1; HEK293T ELG1-luciferase reporter, luminescence, 16 h; Potency, µM (top dose mostly 46 µM), inactives show at the highest dose activity change, positive = activation, hits mostly activators; 330,000 tested, 1.3% active; AID 504466; further: % of control where 0% means no effect; nearly all actives have a fitted effect of over 60% in size
#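 DMSO vehicle served as control against compound-treated ELG1-luciferase HEK293T cells; exposure lasted 16 hr at 37 °C and 5% CO2, followed by ONE-Glo luminescence detection after 30 min.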
# CXXC DNA block: inhibitors of human MLL CXXC domain-DNA interaction. Q03164. 290,000 tested, 0.037% active. AID 2662. MLL-CXXC / FITC-HOXA9 DNA fluorescence polarization. Potency, µM (doses to about 115 µM), without a hit: top-dose activity change, negative = inhibition, actives largely listed as inhibitors; active means well fitted inhibition curve with a large enough effect in the polarisation, with a control signal flat, not every such curve was filed as active; inconclusive means small, poorly fitted or top-dose-only effect, or effect the other way, or a change in a side signal; inactive means no such curve, though single readings can be large or run the other way; the % refers to the polarisation
#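 Steps: dispense CXXC domain solution (7 uM) → pin compounds or unlabeled HOX-A9 DNA control → 5 min ambient → add FLSN-HOX-A9 solution (50 nM) → spin → 30 min ambient → fluorescence polarization. Tris pH 7.5/NaCl/DTT/BSA buffer.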
# Rab9 prom act: Rab9 promoter activation | Huh7 Rab9 promoter-luciferase reporter, luminescence, 24 h | Potency, µM (series often up to 9.22 µM), without a hit: at the highest dose activation, negative = inhibition, hits mostly activators | 320,000 tested, 2.8% active | AID 485297; further: % of control where 0% means no effect; nearly all actives have a fitted effect of over 60% in size
#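 Cell-based reporter: Huh7 stable for Rab9 promoter-driven luciferase, plated in reduced-serum medium with 10% FBS at 1500 cells/well, compound-treated 24 h at 37 °C, luminescence read after 10 min reagent.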
# Gal4-VP16 FLuc: inhibits Gal4-VP16 luciferase reporter, ROR gamma counter-screen. Drosophila S2 Gal4-VP16 UAS-luciferase, luminescence, 20 h. Potency, µM (series often up to 53.6 µM), for inactives: at the top dose activity, negative = inhibition, actives largely listed as inhibitors. 310,000 tested, 3.5% active. AID 2546;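 further: Gal4-VP16 expression switched on by copper sulfate through the metallothionein promoter; on the % scale 0 is the no-effect control and ±100 the full control effect; nearly all actives have a fitted effect of over 50% in size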
# FLuc modulator: firefly luciferase modulation, counter-screen for miR-21 project; P08659; purified FLuc, Km substrates, luminescence inhibition; Potency, µM (titrated, usually from 57.5 µM), for the others: at the highest dose activity change, negative = inhibition, actives largely listed as inhibitors; 360,000 tested, 6.9% active; AID 588342;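 further: plate controls were vehicle for no effect and reference inhibitor for full effect; nearly all actives have a fitted effect of over 55% in size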
#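 Purified P. pyralis luciferase (10nM final) with 10uM D-luciferin and 10uM ATP (Km levels) in 50mM Tris acetate pH 7.5, 10mM Mg acetate, 0.01% Tween-20, 0.05% BSA; qHTS 6-point titration, ~60 µM downward; luminescence read.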
# RORgamma inh: ROR gamma (mouse) transcription inhibition. P51450. Drosophila S2 Gal4-RORgamma UAS-luciferase reporter, 20 h. Potency, µM (series often up to 53.6 µM), inactives show at the top dose activity change, negative = inhibition, usual class: inhibitors. 310,000 tested, 5.4% active; further: on the % scale 0 is the no-effect control and ±100 the full control effect; nearly all actives have a fitted effect of over 60% in size
# Target sequence (P51450 whole entry, looked up, the tested form may be a part): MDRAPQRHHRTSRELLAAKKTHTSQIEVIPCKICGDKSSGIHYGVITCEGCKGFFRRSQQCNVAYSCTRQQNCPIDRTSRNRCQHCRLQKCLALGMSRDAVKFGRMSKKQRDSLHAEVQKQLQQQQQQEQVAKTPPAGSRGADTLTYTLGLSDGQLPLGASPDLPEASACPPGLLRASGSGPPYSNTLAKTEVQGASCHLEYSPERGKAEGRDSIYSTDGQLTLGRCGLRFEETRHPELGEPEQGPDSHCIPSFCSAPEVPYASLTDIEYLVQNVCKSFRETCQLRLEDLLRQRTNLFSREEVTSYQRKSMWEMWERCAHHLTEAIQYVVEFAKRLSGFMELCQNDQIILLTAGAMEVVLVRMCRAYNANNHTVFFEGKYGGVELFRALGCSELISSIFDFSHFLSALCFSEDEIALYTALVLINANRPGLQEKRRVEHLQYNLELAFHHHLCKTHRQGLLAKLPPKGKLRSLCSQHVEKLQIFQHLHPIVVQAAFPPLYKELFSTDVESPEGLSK
#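 Compounds are pin-transferred onto Drosophila Schneider cells expressing a copper-inducible Gal4–ROR gamma transactivation domain fusion. After 1 hr, copper sulfate is added to 700 uM final; luciferase is read 20 hr later.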
# * marks the source's active call; other numbers are inactive results; ? = inconclusive; · = no result given; & = joins results of further samples; [ ] = remark or other dose. Unless noted, the call rests on the fitted dose curve; in most records, active means well fitted curve in the direction sought with a large enough effect; inconclusive means small, poorly fitted or top-dose-only effect, or another doubt; inactive means no such curve, though single readings can be large; an effect the other way counts as inactive or inconclusive. Potency means the concentration at half of the fitted maximal effect. Only part of the results is shown; the hit share may differ from the screen's.
# Below each compound – MBNL1 CUG block	p53 reactivator	NPC1 prom act	uPA surface inh	BRCA1 expr act	ELG1 genotox	CXXC DNA block	Rab9 prom act	Gal4-VP16 FLuc	FLuc modulator	RORgamma inh
CCOC(=O)c1c(CN2CCN(CC#N)CC2)n(C)c2cc(Br)c(OC)cc12
 : -1%	-6%	0%	-7%	-32%	9%	21%	-4%	-6%	-6%	0%
COc1ccc(S(=O)(=O)N(CCc2ccccc2)CC(=O)N2CCOCC2)cc1
 : -10%	-5%	3%	0%	-2%	3%	5%	0%	3%	-2%	9%
O=C(NCCC1=CCCCC1)C1CCCN(S(=O)(=O)c2cccnc2)C1 (stereo not given)
 : -8%	1%	0%	8%	10%	-3%	1%	-1%	5%	1%	28%
c1nnc2c3c4c(sc3ncn12)CCCC4
 : -5%	-3%	-6%	·	·	-21%	5%	-6%	5%	1%	-19%
Cc1cc(=O)[nH]c(SCC(=O)N2CCN(C(c3ccccc3)c3ccccc3)CC2)n1
 : 8%	-20%	-4%	-1%	-3%	-6%	-21%	1%	2%	2%	45%
CC1CCN(C(=O)COC(=O)c2cccc(S(=O)(=O)N(C)c3ccccc3)c2)CC1
 : ·	12%	-1%	5%	-13%	-1%	·	4%	·	11µM*	·
COc1ccc(S(=O)(=O)N2CCC(C(=O)Nc3nccs3)CC2)cc1
 : 2%	?	2.8µM*	1%	-5%	?	-1%	?	2%	12µM*	20%
O=C(O)C1CC1c1ccc(Br)cc1 (stereo not given)
 : -10%	-27%	1%	1%	-5%	-1%	-1%	-8%	-1%	-17%	4%
CN(CC(=O)NCc1ccncc1)S(=O)(=O)c1ccc(Br)cc1
 : -1%	-1%	-3%	4%	-8%	-3%	-1%	-1%	1%	-4%	1%
O=C(CNC(=O)C(c1ccccc1)c1ccccc1)N/N=C/c1ccc(O)cc1O
 : -4%	11%	-22%	?	-67%	?	-1%	-33%[inhibitor]	-9%	4%	-33%
NCCCC[C@@H](C(=O)N1CCNCC1)n1cc([C@@H](N)CO)nn1
 : -6%	0%	2%	-1%	8%	1%	-10%	13%	5%	1%	-2%
COc1cc(C(CCN2CCN(c3ccccc3)CC2)c2c(OC)cc(OC)c3c(C)cc(=O)oc23)cc(OC)c1OC (stereo not given)
 : -5%	-2%	-9%	?	-13%	4%	-11%	0%	-20%&-3%	1%	9%&12%
CC1CCC(NC(=O)C2CCN(S(=O)(=O)c3cccc4nonc34)CC2)CC1 (stereo not given)
 : ?	12%	0%	-2%	0%	-1%	6%	-1%	4%	4%	42%
COc1cc(CN(C2CCCCC2C)S(=O)(=O)c2ccc(S(=O)(=O)NC3CC3)cc2)cc(OC)c1OC (stereo not given)
 : ·	0%	-6%	8%	-47%	-10%	3%	-7%	-1%	4%	-35%[10 µM]
COc1ccc(C(=O)COC(=O)c2cncc(Br)c2)cc1
 : ·	?	1%	-8%	4%	-2%	·	-4%	·	?	·
Cc1ccc(NC(=O)C2CC(=O)N(CCc3ccccc3)C2)cc1Cl (stereo not given)
 : ·	6%	-4%	-3%	9%	0%	·	1%	·	2%	·
Cc1cc(=O)oc2c3c(ccc12)OC/C3=N/N
 : -10%	2%	-1%	7%	-9%	2%	2%	-4%	-4%	-5%	22%
COc1ccc(CCNC(=O)C(NC(=O)OCc2ccccc2)C(C)C)cc1OC (stereo not given)
 : ·	-5%	-1%	3%	-15%	-2%	-12%	0%	1%	-3%	2%
Cc1ccc(-n2nnnc2SCC(=O)NNC(=O)c2ccco2)c(C)c1
 : -14%	9%	-3%	2%	-13%	-1%	2%	-2%	-3%	-3%	2%
COc1ccc2oc(C(=O)OC(C)C(=O)NC3(C#N)CCCCC3)c(C)c2c1 (stereo not given)
 : ·	-3%	-1%	0%	-6%	4%	·	-2%	·	-14%	·
CCCCCCSc1ccc([C@H]2N[C@@](CC(C)C)(C(=O)OC)[C@H]3C(=O)N(C)C(=O)[C@@H]23)cc1
 : ·	9%	-5%	-6%	-61%	-3%	·	0%	·	-2%	·
COc1ccc(N(CC(=O)NCCC2=CCCCC2)S(=O)(=O)c2c(C)[nH]c(=O)[nH]c2=O)cc1
 : -5%	-3%	1%	16%	6%	-1%	-5%	1%	0%	-2%	3%
COc1ccc(OC)c(-c2csc(N(Cc3ccco3)C(=O)c3ccco3)n2)c1
 : -1%	0%	-5%	-6%	-9%	1%	8%	-3%	-3%	0%	1%
CCOc1ccc(NC(=O)CC2C(=O)Nc3ccccc3N2C(=O)c2ccccc2)cc1 (stereo not given)
 : -9%	2%	-5%	8%	-15%	-6%	-12%	-13%	3%	5%	15%
O=C(NCc1cccnc1)C(=O)NCC1OCCN1S(=O)(=O)c1ccc(F)cc1 (stereo not given)
 : -39%	-1%	1%	5%	-7%	0%	-1%	-6%	-2%	1%	41%
O=C(NCCc1csc(-c2ccccc2)n1)c1c(F)cccc1Cl
 : 8%	1%	-4%	1%	7%	-8%	-2%	-7%	19%	?	?
CC(C)(C)c1cc(CCC(=O)NNC(=S)NC(=O)c2ccccc2)cc(C(C)(C)C)c1O
 : 8%	-2%	-12%	?	-45%	1%	-6%	-22%	13µM*	6%	11µM*
O=C(NCc1ccc2c(c1)OCO2)c1ccc(Br)cc1
 : 3%	7%	-3%	20%	33%	0%	3%	0%	2%	-5%	25%
Cc1ccc(Cn2c(SCC(=O)Nc3cc(C)on3)nc3ccccc3c2=O)cc1
 : ?	2%	-1%	0%	0%	?	16%	-2%	?	3%	-30%
COc1cccc(N2CC(C)Cn3c2nc2c3c(=O)n(CCN3CCOCC3)c(=O)n2C)c1 (stereo not given)
 : 1%	-5%	-2%	5%	0%	2%	2%	11%	6%	-1%	-40%
COc1ccc(NC(C#N)c2ccccc2OCc2ccccc2)cc1 (stereo not given)
 : -17%	?	-1%	?	16%	7%	21%	2%	15%	?	?
CCn1c(C)nc2cc(C(=O)N/N=C/c3ccc(O)cc3)ccc21
 : ?	5%	1%	-1%	?	9%	4%	-3%	-1%	15µM*	-24%
CCCN(C(=O)c1cnccn1)c1c(N)n(Cc2ccccc2)c(=O)[nH]c1=O
 : ·	-2%	0%	1%	-6%	4%	·	2%	·	·	·
CCOc1cc(-n2nc(C)c(C#N)c2N)nc(SC)n1
 : 18%	23%	0%	·	·	0%	-7%	-5%	-13%	-1%	?
Cc1cc(C)nc(S/C=C/C(=O)c2ccccc2)n1
 : -3%	-15%	-5%	-5%	-5%	?	11%	-18%	3.5µM*	3.8µM*	6.3µM*
COc1ccc(Nc2nc(Nc3ccc(OC)cc3OC)nc(N3CCN(C)CC3)n2)c(OC)c1
 : -11%	-5%	0%	-16%	-48%	-6%	2%	-1%	-24%	-2%	-37%
Cn1cnc([N+](=O)[O-])c1Oc1cccc(O)c1
 : 11%	-25%	0%	-6%	-9%	3%	-1%	-19%	13µM*	2%	-30%
O=C(N1CCN(CCO)CC1)N1c2ccccc2C=Cc2ccccc21
 : 21%	-13%	12%	-1%	11%	-1%	-3%	-1%	6%	1%	-13%
O=C(C[n+]1ccccc1)N/N=C/c1cccs1
 : 11%	-4%	-2%	1%	8%	0%	3%	1%	-1%	3%	-5%
COC(=O)c1cccc(NC(=O)Nc2ccc(Cl)cc2)c1
 : -5%	6%	2.2µM*	1%	81%	-1%	-13%	3.2µM*	1%	2.7µM*	20%
COc1cccc(C(=O)Nn2c(-c3cccs3)nc3ccccc3c2=O)c1OC
 : -1%	-10%	-3%	-2%	-41%	-7%	-7%	-8%	-3%	1%	?
Cc1nc(NCc2ccccn2)c2c3c(sc2n1)CCCC3
 : -3%	-3%	-4%	2%	-16%	-10%	-12%	-2%	-4%	1%	13%
COc1cccc(/C=N/NC(=O)CCCc2ccc(OC)c(C)c2)c1
 : 0%	20%	-1%	5%	-10%	-1%	-4%	-2%	-12%	19µM*	19%
CCOc1ccc(C(=O)N2CCN(C(=O)c3ccco3)CC2)cc1OCC
 : -2%	-4%	1%	2%	-9%	4%	-3%	-10%	1%	1%	-11%
Cc1cc(N/N=C/c2cccc(Cl)c2)nc(-n2nc(C)cc2C)n1
 : -2%	-7%	1%	2%	-75%	-11%	15%	-1%	1.3µM*	-19%	0.071µM*
